High-throughput results (PubChem)
KB-V1 cytotox: kills drug-selected multidrug resistant KB-V1 cells; KB-V1 MDR cells viability, CellTiter-Glo, 72 h; Potency, µM (highest dose often 46.1 µM), for the others: top-dose activity change, negative = cytotoxicity, actives largely listed as cytotoxic; 400,000 tested, 3.4% active; AID 1347076; further: nearly all actives have a fitted effect of over 60% in size
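Compound-treated KB-V1 multidrug-resistant cells, 72 h, 37 degrees C; viability by CellTiter-Glo. Fitted qHTS curves give the values.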
ATXN2 expr inh: reduces ATXN2 reporter expression in HEK-293 cells. 360,000 tested, 0.72% active. Potency, µM (highest dose often 57 µM), for the others: top-dose activity change, negative = inhibition, hits mostly inhibitors. HEK-293 ATXN2-luciferase reporter, luminescence, 24 h; further: nearly all actives have a fitted effect of over 55% in size
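qHTS (up to 57 uM final) was run with 24 h compound exposure of reporter cells at 37 °C. Each well was multiplexed: SteadyGlo luminescence measured ATXN2-luciferase expression after a fluorogenic Gly-Phe-AFC viability readout (25 uM final).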
KB-3-1 tox: kills parental KB-3-1 adenocarcinoma cells | KB-3-1 viability, CellTiter-Glo ATP luminescence, 72 h | 400,000 tested, 1.4% active | Potency, µM (titrated, usually from 46.1 µM), inactives show at the top dose activity change, negative = cytotoxic, usual class: cytotoxic; further: nearly all actives have a fitted effect of over 60% in size
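Screening of KB-3-1 cells (DMEM, 10% FBS, phenol-red free) ran from lowest to highest compound concentration; after 72 h at 37 °C viability was read luminescently and curves fitted.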
Active calls of the source: *; u = inconclusive; [ ] = dose if it differs, or a comment. The call rests on the fitted dose curve; in most records, active means well fitted curve in the direction sought with a large enough effect; inconclusive means small, poorly fitted or top-dose-only effect, or another doubt; inactive means no such curve, though single readings can be large; an effect the other way counts as inactive or inconclusive. On the % scale 0 is the no-effect control and ±100 the full control effect; potency means the concentration at half of the fitted maximal effect.

SMILES | KB-V1 cytotox | ATXN2 expr inh | KB-3-1 tox
COc1ccc(CCn2c3c(c(=O)[nH]c2=O)C(NC(=O)c2ccc(C(C)(C)C)cc2)(C(F)(F)F)C(=O)N3)cc1OC (stereo not given) | 12% | 22% | 0%
COc1ccc(S(=O)(=O)N2CCN(c3ccc(Cl)c(Cl)c3)CC2)c2ccccc12 | u | -20% | -2%
CCOc1ccc(NC(=O)CSc2oc(-c3ccco3)nc2S(=O)(=O)c2ccccc2)cc1 | 0% | -5% | 4%
O=C(Cn1c(=O)n(Cc2cccs2)c(=O)c2cccnc21)Nc1ccc(F)cc1 | -20% | -8% | 0%
CCc1ccc(S(=O)(=O)Nc2cccc(-c3ccc(OC)nn3)c2)s1 | u | -33% | u
CCOc1ccc(NC(=O)c2cc(C)nc3c2c(C)nn3-c2ccc(C)cc2)cc1 | -12% | 14% | 18%
COc1ccc(OC)c(CNC(=O)C2COc3ccccc3C2)c1 (stereo not given) | -1% | -8% | 12%
COc1ccc(C(=O)c2c(N)c(-c3nc(-c4ccc5c(c4)OCO5)cs3)c3ccccn23)cc1 | -4% | 6% | -13%
COc1ccc(C(=O)COC(=O)c2cccc(NC(=O)c3ccc(OC)c(OC)c3)c2)cc1 | -4% | -22% | 0%
O=C(NCCn1cc(SCc2ccccc2Cl)c2ccccc21)c1cccs1 | u | u | -18%
COc1ccc(NC(=O)C(=O)NCCc2csc(-c3ccc(Cl)cc3)n2)cc1 | u | 9% | 7%
Cc1ccc(Cn2c(=O)n(CCc3ccccc3)c(=O)c3sc4ccccc4c32)cc1 | 27% | 33% | 2%
Cc1cccc(Cc2c(C)nc3nc(SCc4ccccc4Cl)nn3c2C)c1 | -25% | 7% | 3%
COc1ccc(Cl)cc1NC(=O)CCn1nc(C)cc1C | -7% | -2% | 1%
O=C(NCc1cccs1)c1ccc(CSc2nc3ccncc3n2Cc2cccc(F)c2)cc1 | u | -21% | 1%
COc1ccc(N2CCN(C(c3ccc(F)cc3)c3sc4nc(-c5ccco5)nn4c3O)CC2)cc1 (stereo not given) | 14% | 0% | -9%
Cc1ccc2oc3c(c(=O)c2c1)C(c1ccc(O)cc1)N(c1nc(C)c(C)s1)C3=O (stereo not given) | -4% | 2% | 3%
Cc1nn(-c2ccccc2)c2sc(C(=O)Nc3cccc(Cl)c3)cc12 | u | u | 13%
COCCN(CCOC)S(=O)(=O)c1ccc(C(=O)Nc2sc3c(c2C(N)=O)CCCC3)cc1 | -24% | -8% | -1%
CCOC(=O)c1cnn(-c2ccc(C(=O)Nc3cc(OC)c(OC)c(OC)c3)cc2)c1N | 0% | 0% | -6%

Arranged by SMILES length (ascending): part of the list above
SMILES | KB-V1 cytotox | ATXN2 expr inh | KB-3-1 tox
Cc1cccc(Cc2c(C)nc3nc(SCc4ccccc4Cl)nn3c2C)c1 | -25% | 7% | 3%
Cc1nn(-c2ccccc2)c2sc(C(=O)Nc3cccc(Cl)c3)cc12 | u | u | 13%
CCOC(=O)c1cnn(-c2ccc(C(=O)Nc3cc(OC)c(OC)c(OC)c3)cc2)c1N | 0% | 0% | -6%

More records.
SMILES | KB-V1 cytotox | ATXN2 expr inh | KB-3-1 tox
CC(=O)c1sc(N2C(=O)c3oc4ccccc4c(=O)c3C2c2ccc(C)cc2)nc1C (stereo not given) | 25% | 12% | -14%
Cc1cccc(CC(=O)Nc2cccc(-c3cn4cccnc4n3)c2)c1 | 12% | 3% | 1%
O=C(CCC1N=C2c3ccccc3N=C(SCc3ccc(F)cc3)N2C1=O)N1CCN(c2ccccc2)CC1 (stereo not given) | 3% | 22% | 0%
CCC(=O)N1CCc2cc(Br)cc(S(=O)(=O)CCC(=O)N3CCN(c4cc(C)ccc4C)CC3)c21 | 23% | 13% | 10%
COc1ccccc1NC(=O)CSc1nnc(-c2ccccc2C)o1 | 10% | 23% | 2%
COC(=O)c1ccc(NC(=O)C2CCN(C(=O)c3ccc(F)cc3)CC2)cc1 | -11% | -24% | 9%
COc1ccc(S(=O)(=O)N(CCc2ccccc2)CC(=O)NCc2ccccc2)cc1OC | u | -24% | u
Cc1cc(-n2c(C)nc3ccccc3c2=O)ccc1NC(=O)c1cccc([N+](=O)[O-])c1 | -1% | -16% | 0%
CCOc1ccc(NC(=O)c2ccc3c(c2)CCN3S(=O)(=O)CC)cc1 | 2% | -16% | -10%
Cc1ccccc1CNC(=O)c1ccc(NC(=O)N2CCCCc3ccccc32)cc1 | 6% | 6% | 1%

Single values from the list:
COC(=O)c1ccc(NC(=O)C2CCN(C(=O)c3ccc(F)cc3)CC2)cc1 in ATXN2 expr inh is entered as -24%
Cc1cccc(CC(=O)Nc2cccc(-c3cn4cccnc4n3)c2)c1 in KB-3-1 tox is entered as 1%

Molecules listed so far that have an aryl thioether with sulfur outside any ring (5):
SMILES | KB-V1 cytotox | ATXN2 expr inh | KB-3-1 tox
CCOc1ccc(NC(=O)CSc2oc(-c3ccco3)nc2S(=O)(=O)c2ccccc2)cc1 | 0% | -5% | 4%
O=C(NCCn1cc(SCc2ccccc2Cl)c2ccccc21)c1cccs1 | u | u | -18%
Cc1cccc(Cc2c(C)nc3nc(SCc4ccccc4Cl)nn3c2C)c1 | -25% | 7% | 3%
O=C(NCc1cccs1)c1ccc(CSc2nc3ccncc3n2Cc2cccc(F)c2)cc1 | u | -21% | 1%
COc1ccccc1NC(=O)CSc1nnc(-c2ccccc2C)o1 | 10% | 23% | 2%

(cont.)
SMILES | KB-V1 cytotox | ATXN2 expr inh | KB-3-1 tox
COc1ccccc1NCc1cccn1-c1nnc(N2CCCCCC2)s1 | u | 181%[activator] | u
CCOc1ccc(C(=O)NCCc2sc(-c3ccc(OC)c(OC)c3)nc2C)cc1 | u | 0% | 5%
CCc1ccc(S(=O)(=O)c2nnn3c2nc(NCc2ccccc2OC)c2cc(Cl)ccc23)cc1 | -1% | 6% | -1%
COc1ccc(S(=O)(=O)c2c(O)c3ccc(C(=O)NCc4ccc(F)cc4)cc3[nH]c2=O)cc1 | 13% | 1% | 13%
Cc1ccccc1C(=O)n1nc(-c2ccco2)nc1NCc1ccc(Cl)cc1 | 13% | 12% | 10%
CCOc1ccc(-c2cc3nc(C4CCN(C(=O)OC(C)(C)C)CC4)c(C(=O)Nc4c(C)cccc4C)cn3n2)cc1 | 14% | 15% | -2%
CCOC(=O)c1cnc2c(Cl)cc(Cl)cc2c1Nc1ccccc1OC | u | 1% | 5%
CCOC(=O)c1c(C)[nH]c(C)c1S(=O)(=O)N1CCCC(C(=O)Nc2cc(C)ccc2C)C1 (stereo not given) | 0% | 2% | 4%
COc1ccc(-c2ccc(-c3noc(-c4cc(OC)cc(OC)c4)n3)c(OC)n2)cc1 | 3% | 14% | 2%
COc1cccc(CN2c3ccccc3-c3nc(SCC(=O)Nc4ccccc4Cl)ncc3S2(=O)=O)c1 | u | -2% | 1%
CC1=C(C(=O)Nc2cccc(C(F)(F)F)c2)C2(CCN(C(C)C)CC2)OC1=O | -6% | -21% | 0%
COc1ccc(-n2c(C)nnc2SCc2nc(-c3ccc(OC)c(OC)c3)no2)cc1 | -37% | -5% | -10%
CCOC(=O)c1cc2c(=O)n3ccccc3nc2n(CCOC)c1=NC(=O)C(C)(C)Oc1ccc(Cl)cc1 | -5% | 9% | -2%
COc1ccc(NC(=O)c2cc3cc(C)ccc3[nH]2)cc1 | -2% | -9% | -11%
CCOC(=O)c1[nH]c2c(c1Cc1ccccc1)C(=O)CC(c1ccc(OC)cc1)C2 (stereo not given) | -5% | -32% | -19%
Cc1ccc(C)c(Cn2c(SCC(=O)N(C)Cc3ccccc3)nc3ccccc32)c1 | 8% | u | 9%
O=C(CSc1nc2c([nH]c3ccccc32)c(=O)n1-c1cccc(Cl)c1)NCc1ccccc1 | 0% | 4% | -3%
COc1ccc(NC(=O)CSc2nc3nc(C)c(Cc4ccccc4)c(C)n3n2)cc1OC | -23% | -11% | -11%
CCCn1ccc2c(OCC(=O)Nc3cc(C)ccc3C)cccc2c1=O | 0% | u | 0%
COC(=O)C(CCSC)NC(=O)c1cc2c(n(-c3ccc(OC)cc3)c1=O)CC(C)(C)CC2=O (stereo not given) | 9% | 1% | 0%
CCOc1ccc(NC(=O)C(=O)NCCc2sc(-c3ccc(C)cc3)nc2C)cc1 | -7% | 4% | 15%
CCOc1ccc(NC(=O)C(C)n2c(=O)cc(-c3ccccc3)c3c(C)nn(C)c32)cc1 (stereo not given) | 4% | -3% | 9%
O=C(Cn1ncc2c3ccccc3n(Cc3ccccc3)c2c1=O)N1CCCCCC1 | 5% | 7% | 2%
CCN(CC)c1ccc2cc(-c3nc(-c4ccccc4)no3)c(=O)oc2c1 | -2% | 73%[activator] | 6%
Cc1cccc(-n2c3nc(=O)[nH]c(=O)c-3cc3c(Cl)cccc32)c1C | -16% | 9% | -10%
CCC(C(=O)OC)n1nnc2sc(-c3ccccc3)cc2c1=O (stereo not given) | 5% | 4% | 6%
COc1cccc(NC(=O)c2oc3ccccc3c2NC(=O)C2CCCCC2)c1 | 4% | -2% | -15%
CCc1ccccc1NC(=O)CCn1nc(C)c2c(C)n(-c3ccccc3)nc2c1=O | 18% | 8% | 3%
CCOC(=O)C(Cc1ccccc1)NC(=O)CCc1c(C)nc2c(c(C)nn2-c2ccc(C)c(C)c2)c1C (stereo not given) | -1% | 5% | 6%
Cc1ccc(S(=O)(=O)N(CC(=O)Nc2ccc3c(c2)OCO3)c2ccc(C)c(Cl)c2)cc1 | 0% | -1% | -12%
O=C(Cn1c(-c2cccs2)cc2cc(Cl)ccc21)N1CCN(c2ccccc2)CC1 | -19% | 1% | -14%
CCOc1ccc(CC(=O)Nc2ccc3c(c2)N(C)C(=O)c2ccccc2S3)cc1OCC | -29% | -25% | -19%
CCCCS(=O)(=O)CC(O)CSc1nc(-c2ccc(C)cc2)cc(-c2ccccc2)c1C#N (stereo not given) | 5% | -3% | -4%
O=C(CCC1N=C2c3ccccc3N=C(SCc3ccccc3Cl)N2C1=O)N1CCN(c2ccccc2)CC1 (stereo not given) | 5% | 13% | 2%
CCCN1CCN(CCNC(=O)Nc2ccc(OC)c(OC)c2)CC1 | 9% | 8% | 7%
CCC(=O)N1c2ccccc2CC1C(=O)N1CCN(c2cccc(OC)c2)CC1 (stereo not given) | -3% | -5% | -4%
Cn1c2ccccc2c2cnn(CC(=O)NCc3ccc(Cl)cc3)c(=O)c21 | 5% | 2% | 15%
CC(C)c1ccc(OCC(=O)Nc2c(C(=O)c3ccc(F)cc3)oc3ccccc23)cc1 | 22% | 3% | 7%
COc1ccc(C2C(C(=O)Nc3cccnc3)=C(C)Nc3nc(SCc4ccccc4)nn32)cc1 (stereo not given) | u | -1% | 9%
CCCNc1nc2c(c(=O)n(C)c(=O)n2C)n1CC(O)COc1ccccc1 (stereo not given) | 9.2µM* | -2% | -18%
CCn1c(=O)n(CC2CCC(C(=O)NC(C)C)CC2)c(=O)c2sccc21 (stereo not given) | u | 9% | 6%
COc1ccccc1OC(C)C(=O)Nc1cccc(-c2nc3ccccc3s2)c1 (stereo not given) | 1% | -6% | -18%
O=S(=O)(Nc1cccc(-c2ccc(N3CCOCC3)nn2)c1)c1ccc(F)cc1F | -25% | 11% | -7%
COc1ccc(CN2C(=O)C(NC(=O)c3ccc(C)cc3)(C(F)(F)F)N=C2c2ccccc2)cc1 (stereo not given) | 0% | -13% | 4%
COc1ccccc1C(=O)Nc1c(C(=O)Nc2ccc(C)cc2)oc2ccccc12 | 14% | 13% | 5%
CC(NC(=O)c1ccc2c(c1)N(Cc1ccc(Cl)cc1)C(=O)c1ccccc1S2=O)c1ccccc1 (stereo not given) | -10% | 10% | 11%
CCC(=O)N1c2ccc(S(=O)(=O)CCC(=O)NCc3ccc(OC)cc3)cc2CC1C (stereo not given) | -19% | 6% | -6%
CCOc1ccc(S(=O)(=O)N(CC(=O)NCCSc2ccccc2)c2ccccc2)cc1 | 6% | 5% | 10%
CCCN1CCN(CCCNC(=O)Cn2c(-c3cccs3)cc3ccccc32)CC1 | -13% | -14% | u

Another view of 3 compounds above:
| Compound | KB-V1 cytotox | ATXN2 expr inh | KB-3-1 tox |
| --- | --- | --- | --- |
| CCCCS(=O)(=O)CC(O)CSc1nc(-c2ccc(C)cc2)cc(-c2ccccc2)c1C#N (stereo not given) | 5% | -3% | -4% |
| O=C(CCC1N=C2c3ccccc3N=C(SCc3ccccc3Cl)N2C1=O)N1CCN(c2ccccc2)CC1 (stereo not given) | 5% | 13% | 2% |
| CCCN1CCN(CCNC(=O)Nc2ccc(OC)c(OC)c2)CC1 | 9% | 8% | 7% |

This is a subset; count on the stated rates, not on these rows.
